CASP6 VEID inh = blocks human caspase-6 cleavage activity. purified caspase-6, Z-VEID-R110 cleavage fluorescence. P55212. 350,000 tested, 0.53% active. inhibition, % at 12.5 µM;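 active = mean inhibition across replicates at least about 35%, with every replicate also reaching that limit, limit read from the data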;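 also: 0% = median of neutral control wells and 100% = no fluorescence left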
Target sequence (P55212 24-179 limits assumed): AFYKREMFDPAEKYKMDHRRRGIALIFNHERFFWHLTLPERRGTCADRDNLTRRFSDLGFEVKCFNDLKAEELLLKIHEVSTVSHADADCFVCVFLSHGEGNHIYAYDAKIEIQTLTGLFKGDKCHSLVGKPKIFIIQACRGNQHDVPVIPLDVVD
Target sequence (P55212 194-293 limits assumed): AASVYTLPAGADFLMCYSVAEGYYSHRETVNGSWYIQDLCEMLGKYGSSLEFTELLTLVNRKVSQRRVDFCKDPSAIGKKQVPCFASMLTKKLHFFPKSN
SIRT5 inh = blocks human SIRT5 desuccinylation of peptide. Q9NXA8. Purified SirT5, succinyl-peptide AMC, trypsin-coupled fluorescence. inhibition, % at 15 µM. 330,000 tested, 1.1% active. AID 652115; in the data active = inhibition above about 15%
Target sequence (Q9NXA8 whole entry, looked up): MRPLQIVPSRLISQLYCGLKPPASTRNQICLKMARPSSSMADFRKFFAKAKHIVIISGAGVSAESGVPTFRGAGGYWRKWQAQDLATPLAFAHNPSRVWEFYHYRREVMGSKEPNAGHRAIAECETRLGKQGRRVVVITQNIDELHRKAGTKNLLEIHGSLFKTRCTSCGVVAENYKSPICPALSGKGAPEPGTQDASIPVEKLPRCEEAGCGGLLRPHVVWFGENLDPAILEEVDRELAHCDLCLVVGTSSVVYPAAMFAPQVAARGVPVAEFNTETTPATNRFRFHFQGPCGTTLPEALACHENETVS
S100A4 inh HTS = blocks human S100A4 binding to myosin IIA peptide. P26447. S100A4/TAMRA-MyoIIA peptide fluorescence polarization. AID 652163. 360,000 tested, 0.14% active. inhibition, % at 10.7 µM;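 active = mean inhibition of at least 70% across replicates, with every replicate also reaching that level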
Target sequence (P26447 whole entry, looked up): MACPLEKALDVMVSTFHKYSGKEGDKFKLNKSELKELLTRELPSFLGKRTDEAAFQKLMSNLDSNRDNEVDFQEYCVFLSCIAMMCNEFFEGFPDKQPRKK
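incubation = readout 5 min after mixing, signal stable up to 60 min | system = S100A4 monomer protein | buffer or medium = HEPES pH 7.2 with CaCl2, KCl, NaCl, DTT, Triton | benchmarks = neutral control DMSO, positive control TFP | also added = fluorescent myosin IIA peptide, 5 nM | compound dosing = one concentration per compound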
C2C12 statin = suppressors of simvastatin-induced myotoxicity in C2C12 myotubes; ATP luminescence, 48 h; scaled: DMSO 0, geranylgeraniol control 100; rescue of ATP level, % at 7.49 µM; 330,000 tested, 0.78% active;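 active = mean ATP rescue above about 67%, or every replicate alone reaching that limit, limit read from the data, passing the limit was not always enough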;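 also: myotubes were challenged with 10 µM simvastatin during compound exposure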
LGR2 antag = Drosophila LGR2 receptor signaling inhibition; AID 720647; HEK293 LGR2, CRE-luciferase, bursicon-stimulated, 4 h; inhibition, % at 9.99 µM; 380,000 tested, 0.35% active;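 active = drop in luminescence signal, shown as inhibition above about 50% in the replicate tests, limit read from the data, passing the limit was not always enough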;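 also: agonist challenge used bursicon conditioned medium at about half maximal strength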
FN deposition inh = fibronectin deposition inhibition. AH1F fibroblasts, Alexa488-fibronectin deposition fluorescence, overnight. 350,000 tested, 0.086% active. AID 743247. inhibition, % at 12.6 µM;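 active = mean inhibition across replicates of 30% or more, regardless of how many single replicates reach that level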;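 also: positive control wells lacked labelled fibronectin entirely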
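Assay system: AH1F fibroblasts assembling fluorescent fibronectin matrix; Amount: 10000 AH1F cells per well; Buffer or medium: DMEM, 2% serum; Probe or stimulus: Alexa488-fibronectin, 24 nM final in well; Doses: single compound dose, delivered by pin transfer; Incubation: 1 h adhesion, overnight exposure; Measured by: fluorescence 485/525 nm; Read-out: fibronectin deposition inhibition.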
esBAF inh = blocks esBAF chromatin remodeling in mouse ES cells | reporter increase, % at 12.5 µM | Bmi1-luciferase knock-in reporter, 24 h; 100% = twice the neutral-well signal | 350,000 tested, 2% active; in the data active = activation above about 40%;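 also: 0% = median of the plate's neutral control wells and 100% = double that signal; a rise in the Bmi1 reporter signal indicates esBAF inhibition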
* marks the source's active call; other numbers are inactive results; · = no result given; & = joins results of further samples. Only part of the results is shown (hit frequency here may not be typical).

Fields: CASP6 VEID inh | LGR2 antag | C2C12 statin | SIRT5 inh | esBAF inh | FN deposition inh | S100A4 inh HTS
(1) O=C(C[C@@H]1C=C[C@H](NC(=O)C2CCOCC2)[C@H](CO)O1)Nc1ccc(-c2ccccc2)cc1
    -2 | 2 | 9 | -1 | 3 | -1 | 24
(2) O=C(Nc1ccc(C(F)(F)F)cc1)C1CCN(S(=O)(=O)c2ccc(N3CCCC3=O)cc2)CC1
    0 | 5 | 5 | 1 | -13 | -4 | -8
(3) Cc1ccnc(NC(=O)CCC(=O)N(Cc2ccco2)C(C(=O)NC(C)C)c2ccc(F)cc2)c1 (stereo not given)
    -3 | 13 | 5 | 100* | -6 | 3 | 2
(4) CCCC1=C(C(=O)OCC)C(c2ccccc2OCC)NC(=O)N1C (stereo not given)
    · | · | -3 | · | -3 | -3 | ·
(5) CCOc1ccc(NC(=O)Cn2cncc2-c2ccc([N+](=O)[O-])cc2)cc1
    1 | -17 | · | 0 | · | -9 | -1
(6) COCC(=O)N1CC(=O)N2[C@H](CO)[C@@H](c3ccc(C#CC4CC4)cc3)[C@@H]2C1
    2 | -13 | · | 0 | · | -3 | 10
(7) C#CCn1c(=O)cc(C)c2ccccc21
    -1 | 13 | · | -3 | · | -7 | -3
(8) O=C(COC(=O)C1=COCCO1)Nc1ccc(F)c(F)c1
    -4 | -11 | -2 | -2 | -3 | 2 | 2
(9) O=C(C[C@H]1C=C[C@@H](NS(=O)(=O)c2ccc(F)cc2)[C@H](CO)O1)NCc1ccc(Cl)c(Cl)c1
    0 | 24 | 6 | 0 | 11 | · | -27
(10) Cc1cccn2c(=O)c3cc(C(=O)NCc4ccc(F)cc4)c(=N)n(CC4CCCO4)c3nc12 (stereo not given)
    11 | 2 | -6 | -61 | -7 | 11 | 5
(11) C/C(=N\NC(=O)CSc1nc2ccccc2o1)c1cccc(O)c1
    3 | 23 | -11 | 4 | 0 | -3 | -12
(12) CC(C)CC#Cc1ccc2c(c1)O[C@@H](CN(C)C(=O)c1cccc(F)c1)[C@@H](C)CN([C@H](C)CO)S2(=O)=O
    1 | 2 | 27 | 14 | 4 | -9 | 3
(13) COc1cccc(-c2ccc(C3[C@H]4CNC[C@@H]3N4S(=O)(=O)c3cn(C)cn3)cc2)c1 (stereo not given in full)
    1&-2 | -13&-10 | · | -1&-3 | · | -2&3 | -29&-20
(14) Cc1ccc(-c2nnn(CC(=O)N(c3ccccc3)C(C(=O)NCC3CCCO3)c3ccc(Cl)cc3)n2)cc1 (stereo not given)
    · | · | 30 | · | 3 | 17 | ·
(15) Cc1cccc(NC(=O)CCC(=O)OCC(=O)c2ccc(Oc3ccc([N+](=O)[O-])cc3)cc2)c1
    1 | 13 | · | · | · | 7 | -2
(16) C[C@@H]1CN([C@@H](C)CO)C(=O)c2cc(NC(=O)c3ccccc3)ccc2O[C@@H](C)CCCCO[C@@H]1CN(C)S(=O)(=O)c1cn(C)cn1
    0 | -1 | · | -2 | 0 | -28 | 9
(17) CN(C)S(=O)(=O)N(CC(=O)Nc1ccccc1F)c1ccccc1
    · | · | 3 | · | 0 | -1 | ·
(18) O=C(c1cccc(Cl)c1)N1CCN(C2CCCCC2)CC1
    0 | -13 | -3 | -3 | -1 | -11 | 1
(19) CCCNc1c(N)c(=O)c1=O
    1 | 2 | · | -2 | · | 10 | 4
(20) COC(=O)C1Cc2ccccc2CN1S(=O)(=O)c1ccc(F)cc1 (stereo not given)
    0 | -8 | 2 | · | -6 | 17 | -2

Shown as a hit in SIRT5 inh (from the list above):
No.	mol	CASP6 VEID inh	LGR2 antag	SIRT5 inh	esBAF inh	S100A4 inh HTS
3	Cc1ccnc(NC(=O)CCC(=O)N(Cc2ccco2)C(C(=O)NC(C)C)c2ccc(F)cc2)c1 (stereo not given)	-3	13	100*	-6	2

4 entries out of the list above, sorted by the value under S100A4 inh HTS, falling:
cpd | Structure | CASP6 VEID inh | LGR2 antag | SIRT5 inh | esBAF inh | S100A4 inh HTS
8 | O=C(COC(=O)C1=COCCO1)Nc1ccc(F)c(F)c1 | -4 | -11 | -2 | -3 | 2
18 | O=C(c1cccc(Cl)c1)N1CCN(C2CCCCC2)CC1 | 0 | -13 | -3 | -1 | 1
20 | COC(=O)C1Cc2ccccc2CN1S(=O)(=O)c1ccc(F)cc1 (stereo not given) | 0 | -8 | · | -6 | -2
7 | C#CCn1c(=O)cc(C)c2ccccc21 | -1 | 13 | -3 | · | -3

(continued)
Fields: CASP6 VEID inh | LGR2 antag | C2C12 statin | SIRT5 inh | esBAF inh | FN deposition inh | S100A4 inh HTS
(21) Cc1ccc(S(=O)(=O)N2CCC(C(=O)N3CC(C)OC(C)C3)CC2)cc1 (stereo not given)
    3 | -9 | 2 | -3 | 3 | 0 | -8
(22) Cc1ccccc1S(=O)(=O)/N=C(/Nc1c(C)n(C)n(-c2ccccc2)c1=O)c1ccccc1
    -1 | 13 | -1 | -2 | 3 | -3 | 7
(23) CCOC(=O)N1CCC(Nc2c(Nc3ccc(C)c(C)c3)c(=O)c2=O)CC1
    -4 | · | 25 | 0 | 37 | · | 1
(24) CCC(=O)N1[C@H](CO)[C@H](c2ccc(-c3ccccc3OC)cc2)[C@H]1CNC(C)=O
    1 | -10 | · | -4 | · | -6 | -3
(25) Cc1ccc(O)c(NC(=S)NC(=O)/C=C/c2ccco2)c1
    23 | -25 | 8 | -1 | 32 | 2 | -4
(26) CCOC(=O)c1c(C)[nH]c(C(=O)COC(=O)C(C)N2C(=O)C3CCCCC3C2=O)c1C (stereo not given)
    · | -6 | 4 | · | -1 | 6 | ·
(27) Cc1ccsc1C(=O)N(C)CC(=O)Nc1ccccc1Br
    -76 | 6 | -6 | -4 | 5 | 4 | 0
(28) CCOc1ccsc1C(=O)O
    -2 | 4 | · | -6 | · | -7 | 1
(29) Cc1ccsc1/C=N/NC(=O)c1c[nH]c2ccccc12
    · | · | 6 | · | 36 | 6 | ·
(30) Cc1ccc(S(=O)(=O)Nc2cccc3c2O[C@@H](CN(C)Cc2ccc(C(=O)Nc4ccccc4N)cc2)[C@@H](C)CN([C@H](C)CO)C3=O)cc1
    1 | 30 | · | -3 | · | · | 29
(31) COc1cc(/C=N/NC2=NS(=O)(=O)c3ccccc32)ccc1OC(C)=O
    -1 | -15 | 4 | 4 | -3 | 2 | -2
(32) CCOC(=O)c1ccc(NC(=S)N2CCSC2c2ccc(OC)cc2)cc1 (stereo not given)
    0 | 7 | · | · | · | -16 | 1
(33) Cc1cc(C)nc(SCc2ccc(F)cc2)n1
    0 | 3 | · | 2 | · | · | 4
(34) C[C@@H](NC(=O)[C@@H]1[C@@H](CO)[C@@H]2Cn3c(cccc3=O)[C@H]1N2C(=O)C1CCCC1)c1ccccc1
    1 | -14 | -8 | 5 | 2 | 6 | -1
(35) COc1cccc(C(=O)NC(=S)Nc2ccccc2N2CCCC2)c1
    3 | -23 | · | -2 | · | -3 | -8
(36) O=C(C[C@@H]1CC[C@H]2[C@@H](COC[C@H](O)CN2Cc2ccc(F)cc2)O1)NCc1ccncn1
    3 | 7 | 14 | -3 | 1 | -3 | -2
(37) O=C(NCCN1CCOCC1)C1CC(=O)N(c2ccc(F)cc2)C1 (stereo not given)
    -1 | 12 | -5 | 1 | -1 | 6 | 4
(38) COc1ccccc1OCC(=O)OCC(=O)NC1CCCCC1
    -2 | 26 | 0 | · | 5 | 27 | 2
(39) CCOCCCNC(=O)CN1N=C(c2ccc(C)cc2)CCC1=O
    -1 | -17 | -6 | 0 | -3 | -3 | 2
(40) CN(C(=O)C1CCCCN1S(=O)(=O)c1ccccc1)c1ccccc1 (stereo not given)
    0 | -11 | -2 | -1 | -1 | -5 | -3

The final 4 records of the section before are carried over, then new ones follow.
Fields: CASP6 VEID inh | LGR2 antag | C2C12 statin | SIRT5 inh | esBAF inh | FN deposition inh | S100A4 inh HTS
(37) O=C(NCCN1CCOCC1)C1CC(=O)N(c2ccc(F)cc2)C1 (stereo not given)
    -1 | 12 | -5 | 1 | -1 | 6 | 4
(38) COc1ccccc1OCC(=O)OCC(=O)NC1CCCCC1
    -2 | 26 | 0 | · | 5 | 27 | 2
(39) CCOCCCNC(=O)CN1N=C(c2ccc(C)cc2)CCC1=O
    -1 | -17 | -6 | 0 | -3 | -3 | 2
(40) CN(C(=O)C1CCCCN1S(=O)(=O)c1ccccc1)c1ccccc1 (stereo not given)
    0 | -11 | -2 | -1 | -1 | -5 | -3
(41) CC(=Nc1ccc(Br)cc1)c1sc2ccccc2c1O
    2 | -50 | -26 | 0 | 2 | -1 | -10
(42) Nc1ccc(C(=O)OCCCc2nc3cc4ccccc4cc3[nH]2)cc1
    -1 | -6 | 9 | -3 | 6 | 0 | 4
(43) Cc1nonc1C(=O)N/N=C/c1ccc([N+](=O)[O-])o1
    22 | 11 | 13 | 2 | 6 | -2 | 0
(44) CO[C@H]1CN(C)C(=O)c2cc(NC(=O)c3ccc(Oc4ccccc4)cc3)ccc2OC[C@@H](C)NC[C@H]1C
    3 | -20 | -1 | 5 | 1 | 4 | 2
(45) COc1ccccc1C(=O)C1CCCN(C(=O)CCn2cnnn2)C1 (stereo not given)
    0 | 5 | -12 | -2 | 3 | -2 | 2
(46) C[C@@H]1CN([C@H](C)CO)C(=O)Cc2cc(NC(=O)Cc3ccccc3)ccc2O[C@@H]1CN(C)C(=O)NC1CCCCC1
    1 | 8 | 22 | 2 | -1 | · | 4
(47) C/C=C/c1ccc2c(c1)O[C@@H](CN(C)CC1CCCC1)[C@H](C)CN([C@H](C)CO)S2(=O)=O
    2 | -21 | -163 | 12 | -2 | -4 | -1
(48) Cc1cc(C(=O)N/N=C/c2cccc([N+](=O)[O-])c2)c(C)o1
    · | · | 5 | · | 32 | -13 | ·
(49) CC(=O)c1cccc(OCC(=O)Nc2cccc(C(=O)Nc3c(C)n(C)n(-c4ccccc4)c3=O)c2)c1
    1 | 4 | 8 | 0 | 0 | 2 | 5
(50) Cc1nc(NC(=O)c2ccc3c(c2)OCO3)ccc1Br
    -1 | -98 | · | 2 | · | 2 | 16
(51) Cc1ccsc1C(=O)N1CCCC1(C)C(=O)NCC(C)C (stereo not given)
    -2 | 6 | 1 | 2 | 2 | -16 | -1
(52) c1csc(-c2noc(COc3ccc4c(c3)CCCC4)n2)c1
    · | · | 18 | · | 40 | -3 | ·
(53) CC1=NC(C)Cc2ccccc21 (stereo not given)
    · | 1 | 34 | · | 11 | · | ·
(54) CCCN(C(=O)COC(=O)c1nc2nccc(C)n2n1)C1CCS(=O)(=O)C1 (stereo not given)
    8 | -1 | -10 | -3 | -3 | 7 | -6
(55) Cc1nn(CC(=O)Nc2nc3ccccc3s2)c(C)c1[N+](=O)[O-]
    · | · | 4 | · | 0 | 5 | ·
(56) C[C@@H]1CN([C@H](C)CO)C(=O)c2cc(-c3cccc(F)c3)cnc2O[C@H]1CN(C)Cc1cccnc1
    -3 | 3 | -2 | 0 | -3 | 1 | 2
(57) Cc1cc(/C=C2/NC(=O)N(c3ccccc3)C2=O)c(C)n1C(C)C
    2 | -24 | · | -3 | · | · | -1
(58) COC(=O)CSC1=C(C#N)C(c2ccccc2)CC(=O)N1 (stereo not given)
    0 | 6 | -9 | -1 | 2 | · | 5
(59) Cc1ccc(CN2C(=O)c3ccccc3Sc3ccc(C(=O)NCCN4CCOCC4)cc32)cc1
    -5 | 8 | -17 | 2 | -2 | 9 | 2
(60) CCCNC(=O)Nc1ccc2c(c1)OC[C@H](C)N(C(C)=O)C[C@H](C)[C@H](OC)CN(C)C2=O
    -2 | -25 | -4 | -1 | 4 | -13 | 17

Screening results (PubChem)
